Autofluor 339: intrinsic fluorescence of library compounds, ex339/em460 – biochemical, MLSMR library, data from DPM-DC assay, artefact control, profiling panel | 65,000 compounds, 5.5% hits | compound autofluorescence, ex339/em460 nm, NADH buffer; stronger effect = higher value; 1 = no-compound wells, NADH background | AID 709, 2007 | fluorescence fold increase at 10 µM;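 active = at 10 µM, mean starting fluorescence two-fold or more over control wells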;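 also: signal is the first read of a kinetic run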
MMP13 inh: human MMP13 inhibitors, primary screen, biochemical, FRET peptide cleavage; Collagenase 3 (Homo sapiens), P45452; MMP-13 fTHP FRET cleavage, Mca fluorescence; inhibition, % at 4 µM; 65,000 compounds, 0.07% hits;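 active = inhibition above the mean of compound-free control plate wells plus 3 SD, cut at about 14% in these data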;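 also: 0% = DMSO wells and 100% = wells with reference MMP-13 inhibitor after basal subtraction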
Her2 expr inh: inhibitors of Her2 protein expression, primary screen, SKBR-3 cells, AlphaScreen, 66K library. SKBR-3 HER2 protein level, 18-24 h; stronger effect = lower value. Receptor tyrosine-protein kinase erbB-2 (Homo sapiens), P04626. 65,000 compounds, 0.69% hits. AID 645, 2007. HER2 level % of control, % at 10 µM;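 active = HER2 level under 5% of the carrier-only control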;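 also: 100% = DMSO carrier and 0% = 500 nM PU-H71 HSP90 inhibitor; lower value means stronger loss of Her2 protein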
HTR1E agonist: 5-HT1E receptor agonists, primary screen, cell-based, HTS; 5-hydroxytryptamine receptor 1E (Homo sapiens), P28566; 65,000 compounds, 0.69% hits; CHO 5-HT1E Ga15 NFAT-bla reporter, FRET; 0% DMSO wells, 100% control agonist wells; activation, % at 6 µM; AID 574, 2007;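 active = activation above a set limit, the screen-wide mean activation plus 3 SD, cut at about 8.5% in these data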;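 also: 100% = positive control agonist at 1 µM giving full maximal response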
S1P1 ag-PAM: S1P1 agonists and agonism potentiators, primary screen, cell-based, primary and confirmation screens, CRE-bla reporter; Sphingosine 1-phosphate receptor 1 (Homo sapiens), P21453; AID 449, 2006; S1P1 CRE-bla cells, forskolin, beta-lactamase FRET, potentiator mode; S1P1 agonist co-added at EC20, 2 nM; 100% = saturating reference agonist, 0% = basal; activation, % at 9.5 µM; 56,000 compounds, 0.57% hits;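 active = activation above a cutoff set at the mean activation of all tested compounds plus 3 SD, cut at about 54% in these data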;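 also: forskolin at 4 µM as EC80 and the EC20 agonist is SEW2871; 100% = SEW2871 at its EC100 plus forskolin at EC80; some compounds past the cut are filed as inactive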
S1P3 ag: human S1P3 receptor agonists, primary screen, cell-based, primary and confirmation, NFAT-BLA reporter; Sphingosine 1-phosphate receptor 3 (Homo sapiens), Q99500; S1P3 NFAT-BLA reporter cells, agonism, FRET ratio; relative to 1 µM S1P, basal subtracted; activation, % at 4.5 µM; 60,000 compounds, 0.1% hits;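 active = activation above the screen-wide mean plus 3 SD, cut at about 4.5% in these data, passing the limit was not always enough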; also: some compounds called inactive have numbers as strong as hits
Target sequence (Q99500 whole entry, looked up): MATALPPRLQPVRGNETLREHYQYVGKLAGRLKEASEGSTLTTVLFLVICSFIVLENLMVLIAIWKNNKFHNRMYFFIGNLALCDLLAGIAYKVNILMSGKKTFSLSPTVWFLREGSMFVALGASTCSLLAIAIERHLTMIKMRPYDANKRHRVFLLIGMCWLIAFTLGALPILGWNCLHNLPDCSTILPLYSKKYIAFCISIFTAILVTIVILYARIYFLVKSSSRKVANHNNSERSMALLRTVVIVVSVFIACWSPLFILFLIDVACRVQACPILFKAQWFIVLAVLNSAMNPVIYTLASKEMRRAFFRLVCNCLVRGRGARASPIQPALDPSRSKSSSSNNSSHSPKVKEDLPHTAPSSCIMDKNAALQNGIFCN
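Assay system: CHO cells stably expressing human S1P3, Gα16 and NFAT-β-lactamase reporter. Timing: overnight plating, 4 h compound 37 °C, 2 h substrate RT. Signal: β-lactamase FRET emission ratio 460/535 nm. Measure: percent activation versus median 1 µM S1P response, basal-subtracted, per plate. Repeats: primary screen single test, confirmation screen in triplicate.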
5HT1E antag: 5-HT1E receptor antagonists, primary screen, cell-based, HTS | 5-hydroxytryptamine receptor 1E (Homo sapiens), P28566 | CHO 5-HT1E Ga15 NFAT-bla reporter, FRET, antagonist | inhibition, % at 6 µM | 65,000 compounds, 0.99% hits;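 active = inhibition above a set limit, the mean inhibition across every tested compound plus 3 SD, cut at about 29% in these data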;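 also: signal is the 460 over 535 nm emission ratio of beta-lactamase substrate; 0% = agonist plus DMSO wells and 100% = wells without agonist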
A340 absorber: compound light absorbance at 340 nm, profiling panel, artefact control, biochemical, MLSMR library, data from PS, PMK, MK assays | fold change at 10 µM | AID 708, 2007 | 65,000 tested, under 10 active | compound absorbance at 340 nm, fold over control;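 active = at 10 µM dose, initial 340 nm absorbance at least 2 fold that of control wells; inactive = change under 2 fold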;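 also: initial absorbance extrapolated from kinetic A340 decline of NADH oxidation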
5HT1a antag: human 5-HT1a receptor antagonists, primary screen, cell-based, CHO, Ga15 NFAT-bla reporter | 62,000 compounds, 0.68% hits | CHO 5-HT1a Ga15 NFAT-bla reporter, antagonist mode | inhibition, % at 10 µM;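 active = inhibition above the mean of all tested compounds plus 3 SD, cut at about 43% in these data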;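 also: receptor stimulated by 5-CT agonist at 100 nM near EC80; beta-lactamase reporter measured by ratiometric fluorescence of a cleavable substrate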
Target sequence (P08908 whole entry, looked up): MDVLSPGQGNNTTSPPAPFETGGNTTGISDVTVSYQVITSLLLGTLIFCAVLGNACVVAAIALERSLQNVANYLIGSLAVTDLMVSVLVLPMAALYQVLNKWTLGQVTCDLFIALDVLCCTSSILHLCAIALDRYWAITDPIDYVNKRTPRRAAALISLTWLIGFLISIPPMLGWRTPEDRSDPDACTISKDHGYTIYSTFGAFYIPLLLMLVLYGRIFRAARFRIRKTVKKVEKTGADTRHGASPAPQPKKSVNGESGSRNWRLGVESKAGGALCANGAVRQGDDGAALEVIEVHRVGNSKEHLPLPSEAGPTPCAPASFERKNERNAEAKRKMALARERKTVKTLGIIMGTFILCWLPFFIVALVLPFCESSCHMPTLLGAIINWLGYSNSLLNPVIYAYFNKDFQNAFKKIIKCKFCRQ
An asterisk follows results filed as active; . = no result given; [ ] = another dose, or the depositor's remark.

SMILES	Autofluor 339	MMP13 inh	Her2 expr inh	HTR1E agonist	S1P1 ag-PAM	S1P3 ag	5HT1E antag	A340 absorber	5HT1a antag
Cc1ccc(C2c3c(-c4ccccc4O)n[nH]c3C(=O)N2Cc2ccncc2)cc1 (configuration not stated)	1.03	1.3	20.8	0.1	-1.1	-0.5	-3.1	1.01	28.7
O=C(Nc1cnccn1)c1cccnc1	1.1	3.9	81.5	0.0	-2.3	-1.6	-4.8	1.02	3.1
CCOCCn1c(SCc2cccc(C)c2)nc2c1c(=O)[nH]c(=O)n2C	1.05	8.1	60.0	0.8	-0.9	-2.3	-5.0	1.02	-13.4
Cn1c(C(=O)NCc2ccco2)cc2c(=O)[nH]c3ccccc3c21	1.49	-22.4	84.4	-0.3	-27.2	-1.2	15.4	1.02	-10.2
O=C(c1c(F)c(F)c(F)c(F)c1F)N1CCc2ccccc21	1.14	8.7	78.0	-1.4	14.9	-1.5	4.8	1.03	15.2
Cn1nnnc1SCC(=O)NCCCc1ccccc1	1.08	-4.5	88.5	0.7	15.8	0.6	3.7	0.99	0.3
CCOC(=O)N1CCC(NC(=O)C2CCCN(S(C)(=O)=O)C2)CC1 (configuration not stated)	0.95	1.3	118.7	-0.8	-33.5	0.4	-21.5	0.99	-2.8
COc1cc(-c2nc(-c3cccc(C)c3)no2)cc(OC)c1OC	1.04	-4.5	30.7	0.3	-17.6	-1.0	-32.1	1.03	-0.7
COc1ccc(CN(Cc2nc3ccccc3c(=O)[nH]2)C(=O)NC2CCCCC2)cc1	1.1	2.2	97.2	0.1	-21.4	-0.7	13.6	0.99	-2.1
O=C(NCCN1C(=O)C2C3C=CC(C3)C2C1=O)Nc1ccccn1 (configuration not stated)	1.06	7.3	79.8	1.1	1.7	-0.3	5.2	1	-13.7
COc1cc2nc(NCCN3CCOCC3)n3nc(-c4ccccc4)nc3c2cc1OC	2.88*	-4.0	35.4	-1.1	-7.4	-0.3	1.4	1.02	-6.1
O=c1[nH]c2c(s1)C(c1ccccc1)C1C3CCC(C3)C1S2 (configuration not stated)	1.16	7.4	66.3	-0.2	.	.	24.6	1.04	6.2
COc1ccc(C2CC(c3ccccc3Cl)Nc3ncnn32)cc1OC (configuration not stated)	1.02	2.9	115.3	1.3	-25.2	1.0	-1.9	1.01	-17.4
COc1ccc(C(=O)n2nc(-c3ccccc3)nc2N)cc1OC	1.11	-1.1	98.0	0.0	-26.8	-0.7	23.1	1.08	17.5
COc1ccc(OCCOC(=O)c2cccc(-n3cnnn3)c2)cc1	1.12	-21.3	113.5	-0.4	10.5	-0.7	23.0	1.01	-0.6
NC(=O)C(Cc1ccccc1)NS(=O)(=O)c1ccc(N2CCCC2=O)cc1 (configuration not stated)	1.03	5.8	95.2	-0.4	-2.5	-0.2	-0.1	0.99	5.1
Cc1nn(Cc2ccc(F)cc2)c(C)c1NC(=O)c1cc(-c2ccco2)on1	1.21	0.2	87.2	-0.2	-3.6	-1.4	13.1	1	9.8
COc1ccc(/C(O)=C2/C(=O)C(=O)N(CCCC(=O)O)C2c2ccc(OC)cc2)cc1 (configuration not stated)	1.08	-2.5	94.5	0.1	15.4	0.2	-1.7	1.01	10.1
CS(=O)(=O)N(CC(=O)N1CCCCC1)C1CCCCC1	1.12	6.2	125.5	-1.3	-3.7	-1.1	0.1	0.97	3.4
O=C(CSc1nc2ccccc2c(=O)n1Cc1ccco1)N1CCCCCC1	1	2.7	78.9	-0.3	20.1	-0.3	3.8	1.02	22.4
CCc1nnc(NC(=O)CCC(=O)NC2CCCCC2)s1	1.16	0.4	122.1	-0.7	7.6	-0.8	4.9	1	-5.2
NC(=O)C1CCN(CCC(=O)Nc2cccc(Cl)c2)CC1	1.1	4.9	82.0	0.6	.	-1.0	-5.6	1.03	5.2
CCOC(=O)C1CCN(C(=O)CCc2ccccc2)CC1	1.11	0.0	92.8	0.8	.	-0.7	-3.0	1.01	-0.9
Cc1ccccc1NS(=O)(=O)c1ccc2[nH]cc(C(=O)N(C)Cc3ccco3)c(=O)c2c1	1.78	-1.8	108.1	0.6	-16.8	-0.9	-8.4	1.06	8.5
Cc1ccc2[nH]c(=O)c(CN(Cc3ccco3)S(=O)(=O)c3c(C)ccc4nsnc34)cc2c1	1.05	2.0	28.4	0.1	-6.2	-0.7	-6.2	1.04	-1.4
O=C(NCCc1ccc(S(=O)(=O)N2CCCC2)cc1)c1cccs1	1.06	-7.1	113.0	0.7	-0.9	-1.2	10.7	1.03	-3.8
Cc1cc(C)cc(NC(=O)CN(C)S(=O)(=O)c2cccc3nsnc23)c1	1.08	11.4	83.0	0.8	9.2	0.5	1.8	1.03	0.5
O=C(Nc1ccc2oc(-c3ccccc3F)nc2c1)c1cncc(Br)c1	1.48	-6.6	188.2	1.4	-6.0	-0.7	7.9	1.03	-9.1
COC(=O)c1ccccc1S(=O)(=O)N(CCCO)Cc1cc2c(C)ccc(C)c2[nH]c1=O	1.21	-6.8	110.1	-0.2	-0.3	-0.1	8.2	0.99	-19.6
COc1ccc2[nH]c(C)c(CN3CCCCC3)c(=O)c2c1	2.76*	-30.2	109.6	-0.5	6.3	0.8	-3.6	1.02	-8.3
NS(=O)(=O)c1cc2c(cc1Cl)NC(C1C[C@H]3C=C[C@@H]1C3)NS2(=O)=O (some centres not stated)	1	-6.6	99.5	-0.3	11.5	-3.1	0.5	0.99	.
COC(=O)CSc1nnc2c3c4c(sc3nc(-n3nc(C)cc3C)n12)COC(C)(C)C4	2.72*	-15.4	109.1	0.4	0.4	-0.4	4.5	1.08	5.9
CCOC(=O)CSC1=C(C#N)C(=O)NC2(CCCCC2)S1	1	-1.0	97.9	0.2	-4.9	-1.2	-2.5	1.08	.
CCOC(=O)c1sc(C(=O)OCC)c(OCCO)c1OCCO	1.11	-6.0	75.5	-2.6	-6.5	0.2	-10.5	0.98	0.1
CCCCCn1c(CN2CCN(c3cccc(Cl)c3)CC2)nc2c1c(=O)[nH]c(=O)n2C	1.16	-10.5	94.4	1.2	-21.1	0.0	-6.8	1.01	-6.5
O=S1(=O)CCN2C=C(Br)C=C(Br)C2=N1	1.57	-2.9	132.6	1.0	.	.	-10.3	1.05	-6.8
CCOC(=O)Cn1c(=O)oc2cc(S(=O)(=O)NCc3ccccn3)ccc21	1.11	-10.2	100.7	0.3	-12.5	-0.1	-5.2	1.06	-10.4
Cc1ccc(-c2noc(-c3cccs3)n2)cc1	1.11	2.2	74.6	0.4	20.0	-0.7	-10.3	1.05	-3.1
CC(C)(C)NC(=O)CSc1nncn1-c1ccccc1	1.1	4.0	107.5	0.3	-9.0	-0.1	1.4	1.04	5.4
Cn1nnc2c(NCc3ccco3)nccc21	2.11*	-123.4[fluorescence artefact?]	189.1	-0.2	.	.	-4.1	1.04	-12.8
COc1cccc(-c2cnc(NCc3cc(Cl)ccc3O)n2C)c1	1.1	-3.3	108.9	0.2	-5.3	-0.1	-6.2	0.97	-13.2
CCOCCCNS(=O)(=O)c1ccc2c(c1)CCN2C(=O)CC	1.08	4.5	73.0	-1.4	.	.	7.8	1.04	4.5
CC(C)Cn1c(-c2ccc(F)cc2)n[nH]c1=S	1.01	1.6	99.8	0.1	-19.2	-1.1	-1.3	0.98	6.0
Cc1cccc2cc(CN(CCCN3CCOCC3)Cc3nnnn3C(C)(C)C)c(=O)[nH]c12	1.18	-4.7	96.2	-0.3	-11.8	-0.5	1.2	1.05	1.1
COC(=O)CN1C(=O)C(O)(CC(=O)c2ccc(C)cc2)c2ccccc21 (configuration not stated)	1.04	-3.5	82.0	-0.2	-8.4	-0.5	-5.3	1	0.2
Clc1ccc(Cc2noc(-c3cccs3)n2)cc1	1.1	4.0	133.5	-0.2	.	-0.9	6.2	1.04	-3.1
O=c1[nH]cnc2nn(-c3ccccc3)nc12	1.95	-102.5[fluorescence artefact?]	108.8	0.9	12.8	-0.5	6.0	1.06	-6.8
Cn1cc(S(=O)(=O)N2CCN(Cc3ccccc3)CC2)c(=O)n(C)c1=O	1.02	-6.2	116.8	-0.7	-1.6	-0.4	1.6	1.05	5.3
C(=N\n1cnnc1)/C1CCCCC1	0.01	-1.5	70.7	0.0	.	.	-3.0	1.01	4.6
C=CCNC(=O)CN1C2CCCC1CC(NC(=O)c1ccccc1C)C2 (configuration not stated)	1.03	0.8	85.3	-0.2	0.2	-1.5	8.1	1.01	-1.8
CCC(C)(C)n1nnnc1C(c1cc2cccc(C)c2[nH]c1=O)N1CCN(C(=O)c2ccco2)CC1 (configuration not stated)	1.33	-4.8	85.8	-0.4	-1.6	-0.3	3.0	1.06	-3.8
COCCNC(=O)c1cc(-c2ccc3c(c2)OCO3)on1	1.05	4.6	90.5	-0.1	-19.2	-0.2	-7.1	1.03	6.8
CCOc1ccccc1NC(=O)CSc1nc(N)c(C#N)cc1C#N	1.15	0.3	92.2	0.3	-1.8	0.7	15.2	1.05	-3.6
CCn1c(CNC(=O)c2cccc(C)c2)nnc1SCC(=O)Nc1cccc(OC)c1	1.12	-0.1	70.1	3.1	-14.6	0.0	2.4	1.04	-4.0
C/C(=N\O)c1ccccc1C(=O)O	1.09	2.0	102.2	-0.1	-14.5	-0.8	-0.2	0.99	8.5
CCc1nc(C)cn1S(=O)(=O)c1cc(Br)c(C)cc1OC	1.04	0.6	103.2	-0.5	-11.9	0.4	0.8	1.03	16.7
O=C(O)CSc1c2c(nc3cc(C(=O)N4CCOCC4)ccc13)CCCC2	1.08	-10.8	96.8	-0.2	25.3	-0.7	22.4	1.08	-13.2
O=S(=O)(NCC1CCCO1)c1ccc(Oc2ccccc2)cc1 (configuration not stated)	1.12	7.2	116.0	-0.1	1.9	-1.2	0.9	1.06	9.8
COc1ccccc1OCC(=O)NCc1ccco1	1.13	2.4	74.4	0.0	12.4	-0.3	-5.8	1.03	-2.8
Cc1cc(=O)oc(C)c1C(=O)N1CCN(Cc2ccc3c(c2)OCO3)CC1	1.05	-3.8	109.3	0.0	-9.1	1.0	10.7	1.01	.
O=C(NCc1ccncc1)C12CC3CC(CC(C3)C1)C2	1.13	-1.7	74.9	0.0	11.2	0.0	6.7	0.99	-17.7
